Screens: PubChem BioAssay, National Center for Advancing Translational Sciences (NCATS)
TR SRC2 fluor cs: Total Fluorescence Counterscreen for Inhibitors of the Interaction of Thyroid Hormone Receptor and Steroid Receptor Coregulator 2 | TRb/SRC2 Texas Red total fluorescence interference | Potency, µM (highest dose often 106 µM), for the others: at the highest dose fluorescence change, negative = quenching | 280,000 compounds, 0.29% hits | AID 1479, 2009; active = well fitted curve in either direction with a large enough effect; inconclusive = small, poorly fitted or top-dose-only effect; also: % is scaled to controls: 0 for no effect and ±100 for the full control effect
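Human TRβ ligand-binding domain (0.6 uM) and Texas Red SRC2 peptide (20 nM) in Tris buffer with 1 uM T3 and 5% DMSO were incubated with pinned compound for 5 hr at ambient temperature. Total fluorescence was computed as S + 2P (555/632 nm).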
Tau fluor counter: Counterscreen qHTS for Inhibitors of Tau Fibril Formation, Fluorescence Polarization; AID 1463, 2008; 280,000 compounds, 0.93% hits; Potency, µM (doses to about 57.7 µM), for the others: at the highest dose activity change, negative = decrease; tau K18 P301L Alexa594 fluorescence, heparin fibrillization; also: % is scaled to controls: 0 for no effect and ±100 for the full control effect; nearly all actives have a fitted effect of over 55% in size
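Human K18 P301L tau (15 uM unlabeled plus 0.24 uM Alexa 594-labeled, final) in 100 mM sodium acetate pH 7 was mixed with compound and 20 uM heparin and incubated 6 hr at 37 C.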
L3MBTL1 inh: qHTS Assay for the Inhibitors of L3MBTL1; AlphaScreen L3MBTL1–H3K9me1 peptide binding; Potency, µM (top dose mostly 57.1 µM), for the others: top-dose activity, negative = inhibition, actives largely listed as inhibitors; 230,000 compounds, 0.66% hits; also: % is scaled to controls: 0 for no effect and ±100 for the full control effect; nearly all actives have a fitted effect of over 60% in size
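L3MBTL1 (50 nM) pre-complexed 30 min with biotinylated H3(1-15)K9me1 peptide (75 nM), then compounds added for 30 min at room temperature; AlphaScreen streptavidin donor/nickel chelate acceptor beads (10 ug/mL final) read after 30 min dark incubation.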
Tau fibril ThT: qHTS for Inhibitors of Tau Fibril Formation, Thioflavin T Binding; 270,000 compounds, 2.1% hits; recombinant tau K18 P301L (four-repeat tau fragment), heparin-induced fibrillization, ThT fluorescence; Potency, µM (titrated, usually from 57.4 µM), for the others: at the highest dose activity, negative = inhibition, most hits filed as inhibitors; Microtubule-associated protein tau (Homo sapiens), P10636; also: % is scaled to controls: 0 for no effect and ±100 for the full control effect; nearly all actives have a fitted effect of over 55% in size
Target sequence (P10636 561-689 P618L limits assumed): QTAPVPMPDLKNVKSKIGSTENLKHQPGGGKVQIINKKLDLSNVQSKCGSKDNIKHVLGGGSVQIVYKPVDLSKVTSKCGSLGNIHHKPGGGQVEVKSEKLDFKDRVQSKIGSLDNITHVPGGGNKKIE
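K18 P301L tau (15 uM + 0.24 uM Alexa 594-tagged), heparin 20 uM, NaOAc pH 7, 6 h 37 C; ThT 30 uM, 1 h RT, ex 450/em 510 nm.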
HTT cytoprotect: qHTS Multiplex Assay to Identify Dual Action Probes in a Cell Model of Huntington: Cytoprotection (ATP). PC12 HTT-Q103 induced, cytoprotection, ATP luminescence, 40 h. Potency, µM (titrated, usually from 56.4 µM), without a hit: cytoprotection (ATP increase), hits mostly activators. 230,000 compounds, 0.14% hits. AID 1471, 2008;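 also: % of control where 0% means no effect; nearly all actives have a fitted effect of over 45% in size; toxic huntingtin expression switched on by the ecdysone agonist tebufenozide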
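Cells were plated at 1500 per well in phenol red-free DMEM with 5% equine and 5% calf serum. Tebufenozide (100 nM final) and compounds were added, then ATPlite reagent, and luminescence was read.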
RECQ1 inh: qHTS Assay for Inhibitors of RecQ-Like Dna Helicase 1 (RECQ1); ATP-dependent DNA helicase Q1 (Homo sapiens), P46063; RECQ1 DNA unwinding, red fluorescence kinetic read; Potency, µM (highest dose often 57.3 µM), for inactives: at the highest dose activity, negative = inhibition, hits mostly inhibitors; 240,000 compounds, 0.54% hits; AID 2549, 2010;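 also: plate controls were vehicle for no effect and no enzyme for full effect; nearly all actives have a fitted effect of over 30% in size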
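50 nM RECQ1T1 preincubated 15 min with compound in Tris pH 8.0 buffer with MgCl2, DTT, Tween-20 and 2.5 ug/ml poly(dI-dC); started with 200 nM TAMRA/BHQ-2 forked duplex and 2 mM ATP. Unwinding read as fluorescence (525/598 nm), two reads 2 h apart.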
Tau FP inhib: qHTS for Inhibitors of Tau Fibril Formation, Fluorescence Polarization; 280,000 compounds, 0.39% hits; K18 P301L tau heparin fibrillization, Alexa594 FP, 6 h; AID 1468, 2008; Potency, µM (titrated, usually from 57.7 µM), inactives show top-dose activity, negative = inhibition, usual class: inhibitors; also: % is scaled to controls: 0 for no effect and ±100 for the full control effect; nearly all actives have a fitted effect of over 55% in size
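FP of Alexa 594-tau after heparin (20 uM) induction. Substrate: human K18 P301L, 15 uM unlabeled, 0.24 uM labeled. Buffer 100 mM sodium acetate pH 7. 6 hr, 37 C.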
TRb SRC2 PPI: qHTS for Inhibitors of the Interaction of Thyroid Hormone Receptor and Steroid Receptor Coregulator 2 | Thyroid hormone receptor beta (Homo sapiens), P10828 | TRbeta-SRC2 peptide binding, fluorescence polarization; receptor liganded with 1 µM T3 | Potency, µM (doses to about 106 µM), without a hit: at the top dose activity change, negative = inhibition, actives largely listed as inhibitors | 280,000 compounds, 0.065% hits | AID 1469, 2008;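 also: plate controls were bound peptide for no effect and peptide without receptor for full effect; nearly all actives have a fitted effect of over 50% in size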
Target sequence (P10828 whole entry, looked up): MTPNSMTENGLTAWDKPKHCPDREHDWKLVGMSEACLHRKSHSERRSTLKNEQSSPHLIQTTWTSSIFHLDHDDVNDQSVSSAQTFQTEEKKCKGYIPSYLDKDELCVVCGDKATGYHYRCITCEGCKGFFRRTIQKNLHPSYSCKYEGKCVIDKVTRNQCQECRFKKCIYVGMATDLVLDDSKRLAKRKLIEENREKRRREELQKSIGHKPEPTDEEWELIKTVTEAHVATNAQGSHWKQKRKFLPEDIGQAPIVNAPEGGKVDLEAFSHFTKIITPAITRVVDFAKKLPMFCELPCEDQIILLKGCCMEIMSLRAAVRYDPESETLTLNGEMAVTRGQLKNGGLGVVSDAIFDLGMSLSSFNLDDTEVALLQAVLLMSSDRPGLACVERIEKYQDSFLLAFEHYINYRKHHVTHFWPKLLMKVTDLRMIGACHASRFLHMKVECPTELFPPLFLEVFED
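Polarization signal, normalized between peptide-alone and full complex controls, measured compound effects on T3-liganded human TRb LBD (0.6 uM) binding 20 nM Texas Red SRC2 peptide after 5 hr.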
* = called active by the depositor; i = inactive; ? = inconclusive; · = not tested or not shown; [ ] = another dose, or the depositor's remark. Unless noted, calls follow the shape of the dose curve; as a rule, active = well fitted curve in the direction sought with a large enough effect; inconclusive = small, poorly fitted or top-dose-only effect, or another doubt; inactive = no such curve, though single readings can be large; an effect the other way counts as inactive or inconclusive. Potency is read from the fitted curve at half-maximal effect.

cpd | SMILES | TR SRC2 fluor cs | Tau fluor counter | L3MBTL1 inh | Tau fibril ThT | HTT cytoprotect | RECQ1 inh | Tau FP inhib | TRb SRC2 PPI
1 | CCOC(=O)c1[nH]c2c(c1Cc1ccccc1)C(=O)CC(c1ccc(C(C)(C)C)cc1)C2 (stereo unspecified) | 0% | -15% | · | -8% | · | · | ? | -5%
2 | O=C1c2cccnc2C(O)N1C1CCCCC1 (stereo unspecified) | -1% | 5% | 7% | 6% | -23% | -3% | 13% | -9%
3 | Cc1ccccc1NC1=C(C(=O)c2ccccc2)N(C)S(=O)(=O)c2ccccc21 | -3% | -25% | -15% | ? | -38% | -6% | -15% | 2%
4 | O=C(CP(=O)(c1ccccc1)c1ccccc1)Nc1cccc(CP(=O)(c2ccccc2)c2ccccc2)c1 | -1% | -5% | -7% | -9% | -29%[10 µM] | -12% | 0% | 6%
5 | Cc1cccc(NC(=O)CSc2nc3ccc(NC(=O)CCc4ccccc4)cc3s2)c1 | -21% | -18% | · | 4% | · | · | ? | 5%
6 | Cn1c(-c2c(N)n(CCCc3ccccc3)c3nc4ccccc4nc23)nc2ccccc21 | -2% | 3% | 12% | 4% | -11% | 7% | 4% | 2%
7 | CC(C)(C)c1ccc(C(=O)NNc2ccc(F)cc2F)cc1 | -1% | 10% | 6% | 7% | -7%[10 µM] | -5% | 9% | -3%
8 | COc1cc(C(C#N)N2CCC(c3ccccc3)=N2)ccc1O (stereo unspecified) | 0% | -4% | · | · | 28%[10 µM] | -4% | 1% | -4%
9 | COc1nc(OCCNC(C)=O)nc(N(C)C)n1 | 1% | -1% | -2% | -1% | -15% | -13% | -4% | 14%
10 | Cc1c(Nc2nc(-c3ccc(Cl)cc3)cs2)c(=O)n(-c2ccccc2)n1C | -4% | -22% | -14% | ? | 18%[10 µM] | -1% | 8% | -15%

Next results.
cpd | SMILES | TR SRC2 fluor cs | Tau fluor counter | L3MBTL1 inh | Tau fibril ThT | HTT cytoprotect | RECQ1 inh | Tau FP inhib | TRb SRC2 PPI
11 | COc1ccccc1NC(=S)NCCc1ccc(S(N)(=O)=O)cc1 | -1% | -1% | -3% | -9% | 16%[10 µM] | i | 3% | -5%
12 | COC(=O)c1ccccc1NC(=O)COC(=O)c1ccco1 | 3% | -8% | ? | -14% | -18% | -9% | 2% | -8%
13 | O=C(NCc1cccc(C(F)(F)F)c1)C1CC(c2ccc(C(F)(F)F)cc2)=NO1 (stereo unspecified) | -2% | -16% | · | -4% | 19%[10 µM] | i | -4% | 1%
14 | COc1cc(C(=O)OCC(=O)Nc2cc(C)on2)ccc1OCc1ccccc1Cl | 1% | -1% | -3% | -3% | -29% | i | ? | -8%
15 | COc1ccc(CN2C(=O)CCC2(C)C(=O)NC2CCCC2)c(OC)c1 (stereo unspecified) | -1% | -15% | 4% | -13% | 4% | 3% | -3% | 6%
16 | Cn1nccc1C(=O)Nc1ccc2c(c1)OCCO2 | -2% | -2% | -1% | -12% | -7%[10 µM] | i | 5% | 0%
17 | COc1ccccc1OCCC(=O)OCC(=O)NCc1ccc(Cl)cc1 | -2% | -7% | 15% | -10% | -20% | -8% | 2% | -5%
18 | O=C(NC1CCCC1)c1cc(COc2ccc3ncccc3c2)on1 | 1% | -8% | 0% | -19% | ? | -7% | 0% | 2%
19 | COCCCNC(=S)N/N=C/c1ccc(O)cc1O | -7% | -4% | ? | -8% | ? | -6% | 7% | -2%
20 | CC(=O)c1cccc(Nc2cc(C)nc3nc(Cc4ccccc4)nn23)c1 | 0% | -4% | · | 3% | · | · | 4% | 0%
21 | O=C(Cc1ccc([N+](=O)[O-])cc1)Nc1cccc(C(F)(F)F)c1 | -1% | ? | 4% | -2% | -18%[10 µM] | -7% | ? | 5%
22 | Cc1ccnc(NCn2nnc3ccccc32)c1 | 2% | -5% | 4% | -3% | 2% | -4% | 2% | 8%

Reprinted from the results shown, 12 compounds:
cpd | SMILES | TR SRC2 fluor cs | Tau fluor counter | L3MBTL1 inh | Tau fibril ThT | HTT cytoprotect | RECQ1 inh | Tau FP inhib | TRb SRC2 PPI
8 | COc1cc(C(C#N)N2CCC(c3ccccc3)=N2)ccc1O (stereo unspecified) | 0% | -4% | · | · | 28%[10 µM] | -4% | 1% | -4%
9 | COc1nc(OCCNC(C)=O)nc(N(C)C)n1 | 1% | -1% | -2% | -1% | -15% | -13% | -4% | 14%
10 | Cc1c(Nc2nc(-c3ccc(Cl)cc3)cs2)c(=O)n(-c2ccccc2)n1C | -4% | -22% | -14% | ? | 18%[10 µM] | -1% | 8% | -15%
11 | COc1ccccc1NC(=S)NCCc1ccc(S(N)(=O)=O)cc1 | -1% | -1% | -3% | -9% | 16%[10 µM] | i | 3% | -5%
12 | COC(=O)c1ccccc1NC(=O)COC(=O)c1ccco1 | 3% | -8% | ? | -14% | -18% | -9% | 2% | -8%
13 | O=C(NCc1cccc(C(F)(F)F)c1)C1CC(c2ccc(C(F)(F)F)cc2)=NO1 (stereo unspecified) | -2% | -16% | · | -4% | 19%[10 µM] | i | -4% | 1%
14 | COc1cc(C(=O)OCC(=O)Nc2cc(C)on2)ccc1OCc1ccccc1Cl | 1% | -1% | -3% | -3% | -29% | i | ? | -8%
15 | COc1ccc(CN2C(=O)CCC2(C)C(=O)NC2CCCC2)c(OC)c1 (stereo unspecified) | -1% | -15% | 4% | -13% | 4% | 3% | -3% | 6%
16 | Cn1nccc1C(=O)Nc1ccc2c(c1)OCCO2 | -2% | -2% | -1% | -12% | -7%[10 µM] | i | 5% | 0%
17 | COc1ccccc1OCCC(=O)OCC(=O)NCc1ccc(Cl)cc1 | -2% | -7% | 15% | -10% | -20% | -8% | 2% | -5%
18 | O=C(NC1CCCC1)c1cc(COc2ccc3ncccc3c2)on1 | 1% | -8% | 0% | -19% | ? | -7% | 0% | 2%
19 | COCCCNC(=S)N/N=C/c1ccc(O)cc1O | -7% | -4% | ? | -8% | ? | -6% | 7% | -2%

Not all compounds are listed, so the mix of outcomes need not match the whole.
